Screens deposited in PubChem by Broad Institute.
E-sel inducer: E-selectin induction on HUVECs; P16581; HUVEC E-selectin immunofluorescence imaging; normalized: neutral wells 0, TNF-alpha wells 100; activation, % at 7.58 µM; actives 0.37% (n = 260,000);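 active means mean E-selectin-positive cell signal at least 10% of the positive control, reached in at least 60% of replicates, without over 20% cell loss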;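 further: in these data hits start at about 27%; measured in HUVEC primary endothelial cells; signal is the percent of cells scored E-selectin positive by PE staining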
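Test system: HUVEC | Signal: Immunofluorescence imaging | Read-out: Percent E-selectin-positive cells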
S100A4 inh HTS: inhibitors of human S100A4 binding to myosin IIA peptide. P26447. S100A4/TAMRA-MyoIIA peptide fluorescence polarization. inhibition, % at 10.7 µM. actives 0.14% (n = 360,000);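 active means mean inhibition of at least 70% across replicates, with every replicate also reaching that level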
Target sequence (P26447 whole entry, looked up): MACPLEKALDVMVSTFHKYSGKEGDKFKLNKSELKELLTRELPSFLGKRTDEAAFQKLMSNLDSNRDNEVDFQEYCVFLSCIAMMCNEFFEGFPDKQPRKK
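Assay system: human S100A4 monomer with TAMRA-labelled myosin IIA peptide / Buffer or medium: Calcium-containing HEPES buffer, pH 7.2 / Reagent: TAMRA-labelled myosin IIA heavy-chain peptide probe, 5 nM / Compound: one dose per compound / Timing: polarization read 5 min after assay mix addition, stable 5–60 min / Benchmarks: neutral control DMSO, positive control TFP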
ERp5 block: inhibitors of human ERp5; Q15084; ERp5 insulin aggregation, absorbance 650 nm, 90 min; inhibition, % at 9.99 µM; actives 0.05% (n = 350,000); AID 651711;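 active means mean replicate inhibition above about 25%, with every replicate also reaching it, limit read from the data, passing the limit was not always enough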
Target sequence (Q15084 whole entry, looked up): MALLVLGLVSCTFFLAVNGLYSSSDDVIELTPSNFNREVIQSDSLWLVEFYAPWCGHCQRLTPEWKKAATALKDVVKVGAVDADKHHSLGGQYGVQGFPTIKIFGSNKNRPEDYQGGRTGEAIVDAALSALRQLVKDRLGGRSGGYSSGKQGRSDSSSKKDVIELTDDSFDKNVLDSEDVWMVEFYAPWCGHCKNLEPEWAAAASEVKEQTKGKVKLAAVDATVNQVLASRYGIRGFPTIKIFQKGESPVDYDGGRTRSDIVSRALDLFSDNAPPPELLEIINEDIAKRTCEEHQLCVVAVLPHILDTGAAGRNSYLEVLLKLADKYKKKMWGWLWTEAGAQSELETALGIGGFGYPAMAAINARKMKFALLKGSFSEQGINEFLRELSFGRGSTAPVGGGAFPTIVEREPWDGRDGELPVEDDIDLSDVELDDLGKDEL
Xi reactivation: activators of X-chromosome reactivation in mouse fibroblasts | XiGFP mouse fibroblasts, % GFP-positive cells imaging, 3 d; cells co-treated with 5-aza-dC sensitizer; scaled so ellipticine positive control = 100% | activation, % at 7.58 µM | actives 0.055% (n = 360,000) | AID 743238;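 active means mean normalized replicate activation at least 10% and every replicate at or above 10%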;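 further: 0% = median of on-plate neutral control wells and 100% = ellipticine 6 µM median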
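System: SV40-immortalized XiGFP fibroblast cells, line 68-5-11 / Incubation: 3-day compound exposure, then 15 min fixation at room temperature / Compound: single concentration per compound, delivered by pin transfer / Buffer or medium: DMEM plus 5-aza-dC sensitizer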
RAD54 branch: RAD54 (human) branch migration inhibition; inhibition, % at 10.4 µM; RAD54 Holliday junction branch migration, FAM/BHQ fluorescence; Q92698; actives 0.14% (n = 360,000);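 active means mean normalized replicate activity at least 40 and at least half of replicates scoring 40 or more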;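 further: 0% = median of neutral control wells and 100% = median of positive control wells; inhibitors cause a drop in the FAM fluorescence signal; in these data hits start at about 50%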
esBAF inh: SWI/SNF esBAF complex inhibition; mouse ES cells, Bmi1-luciferase knock-in reporter, 24 h; 100% = twice the neutral-well signal; reporter increase, % at 12.5 µM; actives 2% (n = 350,000); in the data active means activation above about 40%;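 further: 0% = median of the plate's neutral control wells and 100% = double that signal; a rise in the Bmi1 reporter signal indicates esBAF inhibition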
RAD52 inh: inhibitors of human RAD52 DNA annealing | P43351 | recombinant RAD52 DNA annealing, FRET fluorescence | inhibition, % at 18.7 µM | actives 0.46% (n = 360,000);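 active means every replicate showing at least 50% inhibition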
Target sequence (P43351 whole entry, looked up): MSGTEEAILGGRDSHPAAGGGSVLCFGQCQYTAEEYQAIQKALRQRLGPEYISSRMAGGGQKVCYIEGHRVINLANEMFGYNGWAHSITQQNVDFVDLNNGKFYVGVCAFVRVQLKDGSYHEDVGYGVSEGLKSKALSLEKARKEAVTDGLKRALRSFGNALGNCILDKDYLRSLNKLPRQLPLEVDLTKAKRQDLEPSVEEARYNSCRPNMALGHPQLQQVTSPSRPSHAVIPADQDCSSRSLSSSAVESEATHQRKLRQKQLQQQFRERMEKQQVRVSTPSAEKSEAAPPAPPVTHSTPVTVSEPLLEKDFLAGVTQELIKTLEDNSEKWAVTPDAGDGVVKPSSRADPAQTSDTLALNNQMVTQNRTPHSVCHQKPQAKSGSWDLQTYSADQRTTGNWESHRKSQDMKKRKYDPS
ERAP1 inh: blocks human ERAP1 aminopeptidase activity; inhibition, % at 10.7 µM; AID 652197; actives 0.15% (n = 340,000); recombinant ERAP1, Leu-AMC fluorescence, 60 min;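 active means mean replicate inhibition of at least 30%, or all replicates individually reaching that 30% level; inactive means mean below 30% and not every replicate reaching it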;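 further: 0% = neutral control wells and 100% = L-leucinethiol positive control wells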
* marks the source's active call; other numbers are inactive results; . = not tested or not shown.

SMILES	E-sel inducer	S100A4 inh HTS	ERp5 block	Xi reactivation	RAD54 branch	esBAF inh	RAD52 inh	ERAP1 inh
CC(=O)C1=C(O)C(=O)N(c2ccc(Br)cc2)C1c1ccc(Br)cc1 (centres undefined)	0.6	-4	1	0.2	-8	2	-10	-2
CC(=O)NCCC(=O)NCC1(N(C)Cc2ccccc2)Cc2ccccc2C1	.	2	-1	0.0	-14	-5	6	-5
O=C(C1CCCC1)N1C[C@@H]2[C@H](c3ccccc31)[C@@H](CO)N2C(=O)c1ccccc1	0.1	5	-5	0.0	-12	1	1	-2
CC(C)CC#Cc1cnc2c(c1)C(=O)N([C@@H](C)CO)C[C@H](C)[C@@H](CN(C)C(=O)c1cccnc1)O2	0.1	5	-2	0.2	13	3	2	-5
CC(C)NC(=O)C1(C)CSCC(=O)N1C1CC1 (centres undefined)	-0.2	-2	-3	0.3	.	.	-13	0
Cc1ccc(SC2=C(N(C)C)C(=O)c3ccccc3C2=O)cc1	0.0	-1	0	0.0	.	.	-12	5
C[C@H](CO)N1C[C@H](C)[C@@H](CN(C)Cc2cncnc2)Oc2ncc(/C=C/c3ccccc3)cc2C1=O	-0.1	48	-4	-0.5	-15	-6	3	1
COCCn1nnnc1C(c1cc2cc(OC)c(OC)cc2[nH]c1=O)N1CCN(c2ccc(O)cc2)CC1 (centres undefined)	.	1	2	0.3	-4	-4	-9	2
CCCS(=O)(=O)NC(=O)C1(C)CCCN(C(=O)c2cc(C)nn2C(C)(C)C)C1 (centres undefined)	-0.4	3	-2	0.3	0	4	-2	5
O=C(c1ccc(Cn2cc(Cl)c([N+](=O)[O-])n2)cc1)N1CCN(Cc2ccccc2)CC1	2.6	1	0	0.1	.	.	-3	0
Cc1cc(C)cc(OC2CCCCC2NS(=O)(=O)c2ccccc2)c1 (centres undefined)	2.2	-6	5	0.0	2	0	-14	10
COc1ccc2ccccc2c1/C=N/NC(=O)c1cccc(C)c1	.	-3	5	0.0	-17	.	0	-3
Cc1cc(Br)ccc1OCC(=O)NNC(=O)CCc1ccccc1	-0.1	-2	-2	0.2	-4	3	-1	-1
CC(NC(=O)COC(=O)c1nc(Cl)ccc1Cl)c1ccccc1 (centres undefined)	-0.1	-2	1	0.3	1	-4	-31	1
CCC(=O)c1ccc(OCC(O)Cn2nc(C)cc2C)cc1 (centres undefined)	.	3	-4	0.0	2	8	-8	2

Four compounds from above with just ERAP1 inh and Xi reactivation:
Compound,ERAP1 inh,Xi reactivation
CC(=O)NCCC(=O)NCC1(N(C)Cc2ccccc2)Cc2ccccc2C1,-5,0.0
CCCS(=O)(=O)NC(=O)C1(C)CCCN(C(=O)c2cc(C)nn2C(C)(C)C)C1 (centres undefined),5,0.3
C[C@H](CO)N1C[C@H](C)[C@@H](CN(C)Cc2cncnc2)Oc2ncc(/C=C/c3ccccc3)cc2C1=O,1,-0.5
COc1ccc2ccccc2c1/C=N/NC(=O)c1cccc(C)c1,-3,0.0

Next section
SMILES	E-sel inducer	S100A4 inh HTS	ERp5 block	Xi reactivation	RAD54 branch	esBAF inh	RAD52 inh	ERAP1 inh
CN1CCN(CCCNC(=O)Nc2ccc([N+](=O)[O-])cc2)CC1	0.1	6	6	0.0	6	-3	8	2
Cc1cccc(-c2ccc([C@@H]3[C@H](CO)N4CCCCN(CCC(F)(F)F)C[C@@H]34)cc2)c1	-0.8	7	1	0.0	-5	.	-4	-2
O=C(C[C@@H]1C[C@H]2c3cc(NC(=O)Cc4ccncc4)ccc3O[C@H]2[C@@H](CO)O1)NCc1cccnc1	0.7	2	-1	0.6	0	0	5	0
Cc1cccc(-c2ccc([C@H]3[C@H](CO)N4C(=O)CN(C(=O)NC5CCCCC5)C[C@@H]34)cc2)c1	3.0	-7	-5	0.2	.	.	-7	-2
CC(=O)Nc1nc(C)c(C(C)(C)C)s1	0.2	2	0	0.1	.	10	-4	.
Cn1ncc([N+](=O)[O-])c1C(=O)Nc1ccc(Cl)cc1	.	0	1	0.2	-7	5	-13	-2
O=C1C=C(c2ccc3c(c2)OCO3)C[C@@H](c2ccc(F)cc2)C1	0.0	2	4	0.0	-5	4	-2	2
COc1ccc(S(=O)(=O)Nc2ccc3c(c2)C(=O)N([C@H](C)CO)C[C@H](C)[C@H](CN(C)S(=O)(=O)c2ccc(Cl)cc2)OCCCC[C@@H](C)O3)cc1	-0.1	-10	-5	0.0	7	3	-4	-1
COc1cc2c(cc1OC)CN(CCC(C)c1ccc(Cl)cc1)CC2 (centres undefined)	0.1	-3	-4	0.0	6	-6	-2	.
COc1cc(C2C(C(=O)c3cccs3)=C(O)C(=O)N2CCN2CCOCC2)cc(OC)c1OC (centres undefined)	0.2	0	2	0.0	-6	-4	-20	-1
Cn1c(-c2ccccc2)cnc1NCc1cccc([N+](=O)[O-])c1	.	2	-1	0.1	12	-2	-9	0
Cc1cc(C(=O)NNC(=S)NC2CCCCC2)cs1	-0.8	-10	-4	0.0	3	29	-8	0
Cc1ccc(NS(=O)(=O)c2cc3c4c(c2)CC(=O)N4CCC3)cc1C	.	0	-6	0.7	4	1	4	3
CSCCCNC(=S)Nc1ccc(N2CCOCC2)cc1	.	5	-1	0.0	.	.	-12	-5
CC(=O)Nc1ccc(S[C@@H](CCN2CC[C@H](C(C)(C)C)CCC2=O)c2ccccc2)cc1	0.2	0	3	-0.3	-1	3	-10	.
CC(C)Cc1nnc(NC(=O)C2CC(=O)N(c3ccc4c(c3)OCCO4)C2)s1 (centres undefined)	0.1	17	-3	0.3	1	-1	-15	0
Cc1ccc(C(=O)OCC(=O)NC(C)c2ccccc2)cc1C (centres undefined)	-0.7	-4	5	0.1	4	-6	-5	1
C[C@@H]1CCCCO[C@@H](CN(C)C(=O)Nc2cccc3ccccc23)[C@H](C)CN([C@H](C)CO)C(=O)c2cc(NC(=O)Cc3ccccc3)ccc2O1	0.2	7	5	-0.3	-3	37	-12	-1
Cc1noc(C)c1NC(=O)Nc1cccc2c1O[C@H](CN(C)C)[C@H](C)CN([C@@H](C)CO)C2=O	.	-10	8	-0.6	-17	2	-5	1
O=C(O)COc1ccccc1/C=N/NC(=O)CSc1nc2ccccc2c(=O)n1-c1ccc(Cl)cc1	.	-1	2	0.0	-4	-1	-24	-2
COc1ccc(-c2cc(NC=O)c3ncc(-c4ccc(C(C)=O)cc4)n3c2)cc1OC	0.0	-3	1	0.0	4	12	-17	0
COc1ccc(NC(=O)N[C@@H]2CC[C@@H](CCn3cc(C4(O)CCCC4)nn3)O[C@@H]2CO)cc1	0.0	-4	3	0.3	-5	-1	-8	3
O=C(Nc1cccc(C(F)(F)F)c1)c1cnc2n(c1=O)CCS2	-0.2	8	4	0.3	3	27	-7	-2
CCOC(=O)c1nn(-c2ccc(C)cc2)c(=O)cc1OCC(=O)Nc1ccc(OC)cc1	0.1	0	2	-0.1	6	4	-4	-1
O=C(C[C@@H]1CC[C@@H]2[C@H](COC[C@@H](O)CN2Cc2ccc(Oc3ccccc3)cc2)O1)N1CCOCC1	-0.1	4	-2	0.2	-1	7	-5	-1
CCCc1nnc(NC(=O)C2CCN(C(=O)C3CC(=O)N(c4ccc(C)cc4)C3)CC2)s1 (centres undefined)	-0.1	-1	4	-0.1	-5	1	1	0
CSc1nc2sc3c(c2c(=O)n1CC(C)C)CC(C)(C)OC3	.	-2	3	0.0	2	.	-13	1
C[C@@H]1CN([C@H](C)CO)C(=O)c2cc(-c3ccccc3)cnc2O[C@H]1CN(C)C(=O)C1CCCCC1	0.0	7	4	1.4	-1	5	6	3
COc1ccccc1NC(=O)C(C)OC(=O)C1CC(=O)N(Cc2ccco2)C1 (centres undefined)	0.1	-3	-1	0.1	5	-4	-14	-11
COc1ccccc1N(Cc1ccccc1)S(=O)(=O)c1cccc(C(=O)O)c1	.	1	-1	0.0	.	.	-9	1

Single records, as listed above. Order of values: E-sel inducer	S100A4 inh HTS	ERp5 block	Xi reactivation	RAD54 branch	esBAF inh	RAD52 inh	ERAP1 inh
`C[C@@H]1CN([C@H](C)CO)C(=O)c2cc(-c3ccccc3)cnc2O[C@H]1CN(C)C(=O)C1CCCCC1` across the screens: 0.0	7	4	1.4	-1	5	6	3
`Cc1ccc(C(=O)OCC(=O)NC(C)c2ccccc2)cc1C` (centres undefined) across the screens: -0.7	-4	5	0.1	4	-6	-5	1
`CCOC(=O)c1nn(-c2ccc(C)cc2)c(=O)cc1OCC(=O)Nc1ccc(OC)cc1` across the screens: 0.1	0	2	-0.1	6	4	-4	-1
`COc1ccc(-c2cc(NC=O)c3ncc(-c4ccc(C(C)=O)cc4)n3c2)cc1OC` across the screens: 0.0	-3	1	0.0	4	12	-17	0

Remaining list, next part:
SMILES	E-sel inducer	S100A4 inh HTS	ERp5 block	Xi reactivation	RAD54 branch	esBAF inh	RAD52 inh	ERAP1 inh
COc1ccc(NC(=S)NCc2cccnc2)cc1OC	.	2	3	-1.0	.	.	-7	-1
COc1cc(C)c(COc2ncnc3ccccc23)cc1OC	.	-2	1	0.4	-30	4	-9	1
COc1cccc(CN=CC2=C(O)CC(C)(C)CC2=O)c1OC	.	-1	-2	.	-12	6	-14	-10
COc1cc2[nH]c(C(=O)N3CCc4ccccc43)cc2c(OC)c1OC	.	-9	6	0.1	-13	58*	-13	3
CNC(=O)NNC(=O)c1onc(-c2c(Cl)cccc2Cl)c1C(=O)OC	.	-23	5	0.1	.	-1	-5	2
CC(=O)c1c(C)[nH]c(C(=O)CSc2nnc(NC3CC3)s2)c1C	.	2	18	-0.1	9	0	-18	0
NS(=O)(=O)c1cccc(NS(=O)(=O)c2ccc(/C=C/C(=O)OCC(=O)c3ccc(Br)cc3)cc2)c1	2.7	0	5	0.0	6	-4	-21	0
Cc1cc(C)nc(NS(=O)(=O)c2ccc(CC(C)C)cc2)c1	.	2	1	-0.1	-2	.	-15	-2
O=C1C=C(c2cccc(Cl)c2O)C[C@@H](c2ccc(F)cc2)C1	-0.1	1	-4	0.0	-5	2	-33	3
O=C(NCCCN1CCOCC1)c1sc2ccccc2c1Cl	.	-4	0	0.0	-8	.	10	3
C[C@@H]1CCCCO[C@@H](CN(C)Cc2ccc(C(=O)O)cc2)[C@@H](C)CN([C@@H](C)CO)C(=O)c2cc(NC(=O)c3ccncc3)ccc2O1	0.0	5	2	-0.1	4	-2	105*	1
COc1ccc(CNC(=O)CCn2c(=O)[nH]c3ccccc3c2=O)cc1	-1.5	-21	-1	1.1	.	.	-10	-1
Cc1nn(CC(=O)NCC2CCCO2)c(C)c1[N+](=O)[O-] (centres undefined)	.	-3	1	0.2	.	.	-8	-4
COCCn1c(SCC(=O)NCCCN2CCCC2=O)nc2sc3c(c2c1=O)CCCC3	.	1	-3	-0.1	0	-1	-3	0
O=C(CCN1CCCCC1)NCC[C@H]1CC[C@H](NC(=O)Nc2ccc(Cl)cc2)[C@H](CO)O1	0.7	-25	-1	-0.1	1	6	8	-2
Cn1c2c(c(=O)n(C)c1=O)C(c1ccc(F)cc1)C(C#N)=C(N)O2 (centres undefined)	-3.0	4	-5	0.3	-10	-5	-16	0
CCN(C(=O)COc1ccc2ccc(=O)oc2c1)C1CCCCC1	-0.7	-5	-3	-0.1	5	1	-11	1
CCn1c(=O)c(C(=O)NNC(=O)c2ccccc2F)c(O)c2ccccc21	0.3	1	1	0.2	3	-2	-18	0
CCc1c(C)nc(SCC(=O)NC2CCCC2)[nH]c1=O	8.2	6	2	0.4	0	-3	-4	2
CC(C)Cn1c(N)c(C=O)c(=O)n(C)c1=O	0.3	0	1	-0.6	-5	-7	7	-1
